Assay outcomes: PubChem, several laboratories
WT yeast gro inh – growth inhibition of WT yeast, mitochondrial fusion screen; mitochondrial fusion phenotypic screen, WT strain; inhibition, % at 10 µM; 2.1% of 190,000 active; in the data active = inhibition above about 58%; tested in S. cerevisiae
Myeloid diff MLP – compounds promoting myeloid differentiation. AID 624256. calls only at 10 µM. ER-HoxA9 myeloid progenitors, lysozyme-GFP differentiation, flow cytometry. 1% of 360,000 active;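 active = normalized GFP-positive differentiation at or above the plate's own cutoff, the solvent-only control mean plus 3 SD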;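 also: cells exposed to compound for four days before flow analysis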
CSM14.1 death rescue – protection against thapsigargin-triggered cell killing – 384-well, CSM14.1, ATP luminescence, primary screen (AID 1222). 190,000 tested, under 10 active. CSM14.1 thapsigargin-induced death rescue, ATP luminescence; higher % means a stronger effect. cellular ATP content (survival), % at 20 µM, or EC50 in µM where a hit was titrated;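 active = EC50 below 50 µM in the dose-response confirmation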;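 also: death triggered by thapsigargin at about 15 µM added after 2 h compound pretreatment; cell ATP read after overnight thapsigargin exposure of roughly 18 to 22 hours; normalized against plate controls of thapsigargin alone and 5% DMSO vehicle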
M1AAP inhibition – malaria alanyl aminopeptidase activity blockers – biochemical, fluorogenic H-Leu-NHMec substrate, 1536-well (AID 1445) | recombinant M1AAP, H-Leu-NHMec fluorogenic kinetic assay; higher % means a stronger effect | inhibition, % at 30 µM, or IC50 in µM where a hit was titrated | 0.42% of 220,000 active;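 active = primary inhibition above the hit cutoff, then over 50% inhibition at one or more dose response concentrations, cut at about 23% in these data, passing the limit was not always enough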;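 also: plate controls were DMSO full reaction for no effect and no enzyme background for full effect; strong numbers were not always called active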
Lipid droplet – hepatic lipid droplet formation modulation; AML12 mouse hepatocytes, oleate lipid droplets, BODIPY imaging; AID 1656; inhibition, % at 6.5 µM; 0.4% of 240,000 active;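 active = lipid droplet intensity inhibited by at least 50%, with more than 500 cells counted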
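Test system: AML12 mouse liver cells; schedule: overnight exposure; technique: high-content imaging of BODIPY-stained droplets and DAPI nuclei; read-out: % inhibition of corrected integrated BODIPY droplet signal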
TNAP activation fold – stimulation of alkaline phosphatase TNAP activity – biochemical, luminescent, no phosphate acceptor, uHTS, primary screen (AID 1001); purified TNAP, luminescent activation assay, no phosphate acceptor; higher activation fold means a stronger effect; one-dose activation fold at 20 µM; EC50 in µM for titrated hits; 0.03% of 200,000 active; in the data active = activation fold from about 3, or a potency from the dose series; inactive = the rest, 99 in 100 with activation fold below about 1.6; also: many of its hits are not listed in these tables
human PMI inhibition – MPI enzyme activity inhibition – biochemical, fluorescence intensity, coupled assay, primary screen (AID 1209); 0.42% of 190,000 active; purified PMI enzyme, coupled fluorescence intensity; higher % means a stronger effect; inhibition, % at 20 µM, or IC50 in µM where a hit was titrated;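 also: plate controls were DMSO vehicle for no effect and wells lacking substrate for full effect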
UTI89 phage lysis – protection from phage-mediated lysis, alamar blue read-out – E. coli UTI89, K1F phage, bacterial capsule biogenesis inhibitors (AID 488966) | 0.02% of 340,000 active | E. coli UTI89 K1F phage lysis, alamar blue, 2 h; higher % means a stronger effect | inhibition, % at 100 µM; hits with a dose series show IC50 in µM;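 active = phage lysis inhibition, versus mean bacterial control, above a set limit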;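 also: capsule biogenesis inhibitors block K1F phage lysis so surviving cells raise fluorescence; higher fluorescence means more inhibition of phage lysis; actives were called in the ten point dose series up to 300 µM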
PMI inhibition – MPI inhibition at elevated mannose 6-phosphate – biochemical, fluorescence intensity, high mannose 6-phosphate, primary screen (AID 1220); recombinant PMI enzyme, coupled fluorescence intensity; higher % means a stronger effect; inhibition, % at 20 µM; hits with a dose series show IC50 in µM; 0.66% of 190,000 active
WT yeast gro inh mutant strain – second read-out of WT yeast gro inh, no call of its own (marks repeat the call); inhibition, %; mitochondrial fusion phenotypic screen, mutant strain inhibition
Lipid droplet cells 6.5 µM – recorded beside Lipid droplet, whose call it bears; cell count; measured here: cell count, cytotoxicity flag;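 cells counted across two imaged fields per well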
Myeloid diff MLP GFP+ MAC1+ % – second read-out of Myeloid diff MLP, no call of its own (marks repeat the call); GFP+ MAC1+ double positive, %; measured here: differentiation confirmed by MAC1 staining
* = called active by the depositor; i = inactive; . = no result given; + = active, no number; [ ] = remark or other dose. Rule as the data show it, unless noted: active = inhibition above about 50%; inactive = the rest.

SMILES	WT yeast gro inh	WT yeast gro inh mutant strain	Myeloid diff MLP	Myeloid diff MLP GFP+ MAC1+ %	CSM14.1 death rescue	M1AAP inhibition	Lipid droplet	Lipid droplet cells 6.5 µM	TNAP activation fold	human PMI inhibition	UTI89 phage lysis	PMI inhibition
COc1cccc(NC(=O)Cn2c(=O)oc3ccccc32)c1	15	3	i	0.6	3.6%	8%	7	817	1	6%	1.5%	0%
NC(=O)CSc1nnc(-c2cccc(S(=O)(=O)N3CCCCC3)c2)o1	.	.	i	0.8	.	2%	6	757	.	.	0.1%	.
CCO[C@@H]1OC(C(N)=O)=C[C@H](c2ccc(Br)cc2)[C@H]1CCCO	1	9	i	0.5	2.2%	-2%	9	716	1	1%	0.1%	2%
CCNC(=O)/C(C#N)=C/c1c(N2CCN(Cc3ccc4c(c3)OCO4)CC2)nc2c(C)cccn2c1=O	-1	17	i	0.7	2.9%	5%	-5	712	0.9	14%	-5.2%	6%
COc1ccccc1NC(=O)COc1ccccc1C(=O)Nc1ccccc1	21	28	i	0.6	-0.1%	12%	4	659	1.2	9%	1.2%	10%
COc1ccccc1CNC(=O)C(CCSC)NS(=O)(=O)c1ccc2c(c1)oc(=O)n2C (stereo unspecified)	-17	-7	i	0.9	-0.1%	7%	.	.	1	-14%	0.9%	-8%
COC(=O)c1cc(NC(=O)c2cc(C)oc2C)cc(C(=O)OC)c1	-14	-1	i	0.5	-0.1%	-2%	-2	736	1	-16%	0.2%	-18%
C=CCNC(=O)c1cc2c(=O)n3cc(C)ccc3nc2nc1NCC1CCCO1 (stereo unspecified)	7	-5	.	.	2.8%	23%	0	613	1	19%	.	11%
COCCn1nnnc1C(c1ccc(OC)cc1OC)N1CCN(c2ccccc2)CC1 (stereo unspecified)	11	3	i	0.8	-0.6%	-1%	-47	756	1	-7%	-0.1%	-28%
COc1ccc(C2=NNC(c3cc(Cl)cc4c3OCOC4)C2)c(O)c1 (stereo unspecified)	-12	12	.	.	-1.6%	-6%	8	745	1	-53%	.	-49%
COc1ccc(N=Cc2c[nH][nH]c2=O)cc1	46	18	i	0.8	-1.8%	6%	.	.	1.2	14%	-0.7%	26%
CCc1ccc(NC(=O)COC(=O)CCCC2=NS(=O)(=O)c3ccccc3N2)cc1	-10	3	i	0.0	0.1%	1%	-1	756	1.1	-4%	-0.5%	-1%
CCCNC(=O)COC(=O)c1ccccc1C(=O)N(C)C1CCCCC1	-12	18	i	0.4	-2.0%	7%	5	730	1	-6%	-0.1%	-5%
O=[N+]([O-])c1ccc(N2CCCCC2)c(Cl)c1N1CCCCC1	1	6	i	9.9	-1.3%	0%	.	.	1.1	18%	0.5%	13%
Cc1nc2ncnn2c(C)c1Cc1cccc(C(F)(F)F)c1	12	24	+	.	0.3%	-4%	-32	666	1.1	4%	0.2%	1%

Quoted from the listing:
PMI inhibition with Cc1nc2ncnn2c(C)c1Cc1cccc(C(F)(F)F)c1 → 1%
CSM14.1 death rescue with CCNC(=O)/C(C#N)=C/c1c(N2CCN(Cc3ccc4c(c3)OCO4)CC2)nc2c(C)cccn2c1=O → 2.9%

Some of these compounds in order of the WT yeast gro inh mutant strain value, descending.
| Compound | WT yeast gro inh mutant strain |
| --- | --- |
| Cc1nc2ncnn2c(C)c1Cc1cccc(C(F)(F)F)c1 | 24 |
| O=[N+]([O-])c1ccc(N2CCCCC2)c(Cl)c1N1CCCCC1 | 6 |
| CCc1ccc(NC(=O)COC(=O)CCCC2=NS(=O)(=O)c3ccccc3N2)cc1 | 3 |
| COc1ccccc1CNC(=O)C(CCSC)NS(=O)(=O)c1ccc2c(c1)oc(=O)n2C (stereo unspecified) | -7 |

A different layout for some results above:
Structure: COc1cccc(NC(=O)Cn2c(=O)oc3ccccc32)c1
  WT yeast gro inh: 15; WT yeast gro inh mutant strain: 3; Myeloid diff MLP: i; Myeloid diff MLP GFP+ MAC1+ %: 0.6; CSM14.1 death rescue: 3.6%; M1AAP inhibition: 8%; Lipid droplet: 7; Lipid droplet cells 6.5 µM: 817; TNAP activation fold: 1; human PMI inhibition: 6%; UTI89 phage lysis: 1.5%; PMI inhibition: 0%
Structure: CCO[C@@H]1OC(C(N)=O)=C[C@H](c2ccc(Br)cc2)[C@H]1CCCO
  WT yeast gro inh: 1; WT yeast gro inh mutant strain: 9; Myeloid diff MLP: i; Myeloid diff MLP GFP+ MAC1+ %: 0.5; CSM14.1 death rescue: 2.2%; M1AAP inhibition: -2%; Lipid droplet: 9; Lipid droplet cells 6.5 µM: 716; TNAP activation fold: 1; human PMI inhibition: 1%; UTI89 phage lysis: 0.1%; PMI inhibition: 2%

Additional records
SMILES	WT yeast gro inh	WT yeast gro inh mutant strain	Myeloid diff MLP	Myeloid diff MLP GFP+ MAC1+ %	CSM14.1 death rescue	M1AAP inhibition	Lipid droplet	Lipid droplet cells 6.5 µM	TNAP activation fold	human PMI inhibition	UTI89 phage lysis	PMI inhibition
COc1ccc(NC(=S)N2CCC(c3nc4ccccc4o3)CC2)c(OC)c1	18	-3	i	0.5	-0.9%	-3%	-14	751	1	16%	-0.4%	27%
CC(C)C(=O)Nc1cccc(C(=O)Nc2nnc(C(C)(C)C)s2)c1	2	4	i	0.9	-1.5%	2%	.	.	1.1	-2%	0.9%	6%
CCOC(=O)/C=C/C(=O)Nc1ccc(Oc2ccccc2)cc1	-16	-8	i	0.1	-1.1%	9%	11	671	1	9%	-0.2%	13%
Cc1cc(C)c(S(=O)(=O)NCC(=O)NCc2ccccn2)c(C)c1	-8	-2	i	0.7	2.3%	-5%	-6	678	1.1	-8%	-0.4%	-4%
COc1ccc(OC)c(NC(=O)COC(=O)CCCN2C(=O)c3ccccc3C2=O)c1	-9	9	i	1.3	-0.9%	1%	0	589	1.2	-2%	0.8%[50 µM]	-3%
CC(C)c1cc(C(=O)N/N=C/c2ccco2)n[nH]1	2	-9	i	0.5	-4.2%	-5%	-11	540	0.4	4%	0.3%	13%
O=C(CCC(=O)Nc1nnc(C2CCCCC2)s1)NCc1cccs1	-6	7	i	0.5	-1.0%	5%	.	.	1.1	1%	10%	-1%
CCc1ccc2[nH]c(=O)c(C(c3nnnn3CCOC)N3CCN(c4ccccc4F)CC3)cc2c1 (stereo unspecified)	9	-6	i	0.2	0.8%	5%	2	766	1	34%	0.4%	8%
COC(=O)c1cc(C(=O)OC)cc(N2C(=O)CC(NNC(=O)c3ccccc3Cl)C2=O)c1 (stereo unspecified)	-5	17	i	0.2	1.0%	5%	14	653	1.1	5%	-0.1%	6%
O=C(Nc1nnc(-c2cccs2)o1)c1ccco1	-7	-6	i	4.2	-0.7%	9%	.	.	1.1	4%	i	-2%
CC(=O)c1ccc(NC(=O)c2ccc(COc3ccccc3[N+](=O)[O-])o2)cc1	-1	-15	i	0.2	-0.6%	0%	18	650	1	10%	1.1%[50 µM]	15%
COc1ccccc1OCC(=O)NNC(=S)NC(=O)c1ccco1	-2	21	i	1.0	-0.6%	14%	-3	779	1.1	1%	-0.3%	-7%
CCn1c(O)c(C(C#N)=C2N=c3ccccc3=N2)c2ccccc21	34	32	i	8.4	-1.9%	3%	.	.	0.8	10%	-1.4%	19%
O=C1CCCC(O)=C1C=NCCc1ccccc1	-12	0	i	0.4	-1.0%	4%	.	.	1	4%	1.6%	5%
COc1ccc(-n2nnnc2SCC(=O)Nc2ccccc2N2CCOCC2)cc1	7	-3	i	0.1	1.3%	7%	-11	659	1.1	-1%	0.5%	-3%
Cc1ccc(S(=O)(=O)CCC(=O)Nc2ccc(F)cc2)cc1	-5	-1	i	0.2	0.8%	-6%	14	683	1.1	6%	-0.2%	5%
O=C(Nc1ccc[n+](CC(=O)c2cccc3ccccc23)c1)c1ccccc1	2	-8	i	1.7	1.9%	11%	16	625	0.9	-34%	i	-16%
CC1CN(Cc2cnc(Cl)s2)CC(C)O1 (stereo unspecified)	-8	5	i	0.4	-0.9%	8%	-2	694	1.1	1%	0.4%	-4%
COc1cc(=O)[nH]c(=O)n1CC(=O)c1ccccc1	11	0	i	1.1	-0.6%	-1%	4	716	1.1	-16%	0.3%	-15%
COc1cccc(C(=O)Nc2cc(C(=O)NCCc3ccccc3)ccc2Cl)c1	.	.	i	1.2	4.6%	25%*	-7	754	1.1	10%	3.2%	5%
C=C(C)Cn1c(CCNC(=O)C(C)C)nc2ccccc21	3	8	i	1.0	.	-2%	-13	680	1	1%	-0.9%	2%
Cc1ccc(N2C(=O)C3C4C=CC(CNC(=S)Nc5cccc(Cl)c5)(O4)C3C2=O)cc1 (stereo unspecified)	6	-2	i	0.2	-0.6%	4%	-2	621	1.1	-14%	-0.2%	-29%
Cc1ccnc(N/N=C/c2ccco2)n1	-4	-7	i	6.4	-1.1%	10%	.	.	1.1	-1%	-0.2%	3%
COCCn1c(SCc2nc(N)nc(Nc3ccccc3C)n2)nc2ccccc2c1=O	12	19	i	3.6	-1.1%	2%	.	.	1.1	13%	-0.1%	13%
CCOP(=O)(c1ccc(N(C)C)cc1)C(O)c1ccccc1 (stereo unspecified)	-9	-9	i	0.9	-4.0%	0%	-3	790	1	-6%	-0.5%	-9%
CCOc1ccccc1CNC(CC)CO (stereo unspecified)	-2	-3	i	0.0	-1.7%	1%	18	678	1.1	-2%	0.1%	5%
O=C(NCCC1=CCCCC1)C1CCN(S(=O)(=O)c2ccc(-n3cnnn3)cc2)CC1	-30	-5	i	0.8	-0.6%	1%	.	.	1	0%	0.3%	5%
Cc1ccc(C)c(NS(=O)(=O)c2cc(C(=O)Nc3ccccc3-c3ccccc3)ccc2Cl)c1	30	-16	i	2.4	-1.0%	-20%	.	.	1	12%	-1.8%	-2%
O=C(O)c1sccc1S(=O)(=O)N1CCN(c2ccc(C(F)(F)F)cn2)CC1	.	.	i	0.2	.	-1%	10	684	.	.	-0.7%	.
COc1ccc(C(=O)C[n+]2cccc(C)c2C)cc1[N+](=O)[O-]	-4	2	i	0.2	-1.6%	4%	-1	708	1	-20%	0.1%	-4%
Cc1ccc(CC(=O)Nc2cccnc2)cc1	-5	-17	i	0.5	-1.2%	9%	2	722	1	5%	0.1%	10%
Cc1ccc(S(=O)(=O)Nc2ccc(Br)cc2/C=N/n2cnnc2)cc1	15	-5	i	6.8	1.3%	13%	.	.	1.2	-6%	0.5%	8%
O=C(NCc1ccco1)c1ccc(-c2cccc(Cl)c2)o1	-2	-9	i	0.3	-0.6%	10%	-12	733	1.1	-5%	-0.2%	2%
Cc1cc(C)nc(SCC(=O)N/N=C/c2cccn2-c2cccc(C(F)(F)F)c2)n1	7	19	i	1.9	-0.8%	4%	.	.	1	2%	0.4%	-14%
Cc1ccccc1OC1C(=O)N(Cc2ccc3c(c2)OCO3)C1c1sccc1C (stereo unspecified)	20	8	i	0.6	-0.8%	-2%	.	.	1	16%	-0.3%	15%
